Screens (PubChem BioAssay)
Vif inh: HIV Vif self-association inhibitors, primary screen, imaging, HEK293T, single point. HEK293T cells, Vif self-association by quenched fluorescence, 24 h. inhibition, % at 7.49 µM. 340,000 tested, 0.35% active; in the data active = inhibition above about 50%, passing the limit was not always enough; note: some results filed as inactive read as strong as hits
NR2E3 ag-1: NR2E3 agonists in two-hybrid cells, primary screen, cell-based, luminescence, CHO-S, Gal4-NCOR/VP16-NR2E3; Photoreceptor-specific nuclear receptor (Homo sapiens), Q9Y5X4; luciferase; inhibition of corepressor binding, % at 3.98 µM; 360,000 tested, 0.35% active; AID 602229, 2012;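 active = inhibition above the mean of all tested compounds plus 3 SD, cut at about 70% in these data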;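 note: 0% = DMSO with NR2E3 transfected cells and 100% = cells lacking NR2E3 construct; higher means lower luciferase signal from less NR2E3 corepressor binding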
Target sequence (Q9Y5X4 whole entry, looked up, the tested form may be a part): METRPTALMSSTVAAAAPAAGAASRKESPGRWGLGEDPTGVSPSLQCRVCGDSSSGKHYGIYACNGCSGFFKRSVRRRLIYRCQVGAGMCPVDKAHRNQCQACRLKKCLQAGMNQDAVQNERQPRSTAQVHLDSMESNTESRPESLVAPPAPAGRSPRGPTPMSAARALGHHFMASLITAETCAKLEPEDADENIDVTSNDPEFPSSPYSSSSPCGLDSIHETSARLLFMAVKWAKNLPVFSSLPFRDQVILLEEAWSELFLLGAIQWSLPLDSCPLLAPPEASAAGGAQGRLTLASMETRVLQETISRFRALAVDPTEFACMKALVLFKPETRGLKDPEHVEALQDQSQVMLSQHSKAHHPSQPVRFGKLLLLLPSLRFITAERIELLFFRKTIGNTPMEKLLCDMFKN
Exocytosis inh: LAMP-1 surface exposure blockers, TALL-104 cells – cell-based, flow cytometry, MLPCN library, primary screen. TALL-104 LAMP-1 surface exposure; cells stimulated with thapsigargin and PMA. inhibition, % at 10 µM. 360,000 tested, 0.66% active. AID 651702, 2012;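 active = inhibition above about 55%, limit read from the data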
Peg3 promoter: Peg3 promoter-driven luciferase inhibitors, primary screen, cell-based, HeLa, luciferase luminescence; HeLa PEG-Prom luciferase reporter, overnight; 360,000 tested, 1.7% active; inhibition, % at 20 µM;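 active = inhibition of at least 50% at 20 µM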
hiPSC survival: enhancers of single-cell hiPSC survival, primary screen, ATPlite luminescence. 100% = ROCK inhibitor wells, 0% = DMSO. survival enhancement, % at 20 µM. 360,000 tested, 0.044% active. AID 602274, 2012; in the data active = survival enhancement above about 18%;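 note: cells exposed to compounds for 16 hours before the ATP read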
NR2E3 ag-2: inhibitors of NR2E3-RetCOR corepressor binding, primary screen, NR2E3 agonist project, biochemical, TR-FRET, GST-NR2E3, biotin-RetCOR. 1536-well. Photoreceptor-specific nuclear receptor (Homo sapiens), Q9Y5X4. inhibition of corepressor binding, % at 4.78 µM. 320,000 tested, 0.12% active. AID 2300, 2010;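 active = percent inhibition above the cutoff of mean plus 3 SD of all tested compounds, set per screening campaign, cut at about 20% in these data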;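 note: 0% = DMSO wells and 100% = biotin wells as full block of FRET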
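system = GST-tagged NR2E3 plus biotinylated RetCOR corepressor | input = 1.35 nM GST-NR2E3 | also added = 7 nM biotin-RetCOR | schedule = 5 h incubation at 4 °C | measured by = TR-FRET with europium anti-GST and streptavidin-D2, 340 nm excitation | read-out = percent loss of FRET ratio relative to control wells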
HIF-2a block: HIF-2a reporter inhibitors, primary screen, luminescence, 786-0 RCC cells; 360,000 tested, 0.72% active; 786-0 RCC cells HIF-2a reporter, luciferase luminescence, overnight; AID 624352, 2012; inhibition, % at 18.8 µM;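 active = inhibition of the luminescence signal of 40% or more relative to plate controls, in a single-dose primary screen at 18.75 µM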
TRPM1 prom inh: inhibitors of MITF-dependent TRPM1 promoter reporter, primary screen, cell-based, SK-MEL-5, single point, luciferase. SK-MEL-5 TRPM1 promoter luciferase, 24 h. inhibition, % at 12.5 µM. 330,000 tested, 0.83% active. AID 488899, 2010;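 active = mean inhibition across replicates of 60% or more, whatever share of single replicates reaches that level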; note: values of inactives mirror those of a sister screen read the other way
CaV13 FRET inh: Primary screen for inhibitors of IQ motif and Ca2+-dependent inactivation inhibitor domain binding in CACNA1D, Förster resonance energy transfer in living cells, …; 340,000 tested, 0.098% active; inhibition, % at 12.3 µM; HEK cells, CFP/YFP FRET ICDI-IQ, plate reader, 10 min; percent FRET-ratio fall versus neutral wells;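 active = mean replicate inhibition of at least 30% and at least 1% of replicates passing that level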;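 note: 0% = median of the neutral control wells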
PDI inh: inhibitors of human PDI, primary screen, biochemical, turbidity, single point, plate reader; Protein disulfide-isomerase (Homo sapiens), P07237; PDI insulin aggregation turbidity, A650, 90 min; inhibition, % at 10 µM; 350,000 tested, 0.052% active; AID 588391, 2011;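 active = mean inhibition across replicates of 30% or more, whatever share of single replicates reach that level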;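 note: absorbance from insulin aggregation driven by PDI reduction with DTT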
Target sequence (P07237 whole entry, looked up): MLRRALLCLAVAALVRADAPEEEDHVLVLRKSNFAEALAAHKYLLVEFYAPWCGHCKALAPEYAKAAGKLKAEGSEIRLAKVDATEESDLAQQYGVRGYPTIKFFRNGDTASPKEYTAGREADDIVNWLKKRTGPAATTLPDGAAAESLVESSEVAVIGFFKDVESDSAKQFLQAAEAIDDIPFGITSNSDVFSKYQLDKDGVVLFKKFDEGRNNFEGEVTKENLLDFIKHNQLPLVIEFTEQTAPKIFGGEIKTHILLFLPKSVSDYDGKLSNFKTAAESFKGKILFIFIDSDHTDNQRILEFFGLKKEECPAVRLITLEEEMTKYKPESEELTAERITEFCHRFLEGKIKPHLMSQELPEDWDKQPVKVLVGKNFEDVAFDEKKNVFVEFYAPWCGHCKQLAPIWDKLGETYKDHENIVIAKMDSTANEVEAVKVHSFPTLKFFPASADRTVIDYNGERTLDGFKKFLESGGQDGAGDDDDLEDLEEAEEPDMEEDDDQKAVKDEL
aDG glyco up: activators of alpha-DG glycosylation, primary screen, uHTS, Pro5-aDG cells, AlphaScreen. alpha-DG glycosylation AlphaScreen (IIH6); 0% Pro5, 100% B10-LARGE cell signal. 360,000 tested, 0.22% active. activation, % at 10 µM;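 active = activation of at least 8% versus controls, or a plate z-score of at least 8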;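 note: Pro5 are CHO cells carrying HIG-tagged alpha-DG that lacks glycosylation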
* = called active by the depositor; · = not tested or not shown.

SMILES	Vif inh	NR2E3 ag-1	Exocytosis inh	Peg3 promoter	hiPSC survival	NR2E3 ag-2	HIF-2a block	TRPM1 prom inh	CaV13 FRET inh	PDI inh	aDG glyco up
[O-][N+](=Cc1ccccc1)CC1(O)CCCCC1	-1	-4	0	1	0.0	·	-24	·	-5	-2	0.2
CCC1=[N+](CC(=O)c2ccc(C)cc2)CCn2cccc21	-2	-33	-1	-214	-0.9	1	-186	-60	-5	-13	0.4
Cc1ccc2nc(C)c(C(=O)NN=C3CCN(C)CC3)n2c1	-5	-25	1	-3	-0.7	-1	18	-1	-8	5	0.0
COc1cc(-c2noc(CCCC(=O)NC3CCCCC3)n2)cc(OC)c1OC	-12	10	-3	5	0.6	2	13	-14	-9	1	-0.2
CCOC(=O)c1ccc(Nc2nnc(C)c3ccccc23)cc1	7	-24	-3	-88	-0.2	2	-146	-40	-19	17	-0.2
COc1ccc(S(=O)(=O)N2CCC3(CC2)OCCO3)cc1	31	-13	-4	9	0.1	-1	16	9	10	-3	-0.1
O=C(CNC(=O)c1ccc(F)cc1)NCc1ccc(S(=O)(=O)N2CCOCC2)cc1	-2	-6	1	2	0.1	·	10	5	-7	-2	-0.1
COc1ccc(Cl)cc1NC(=S)NCCc1c[nH]c2ccccc12	-9	14	0	20	-3.9	-2	3	3	-9	-1	-0.3
COCc1cc(C)nc(SCC(=O)Nc2cccc3cccnc23)c1C#N	45	-8	14	-6	-1.4	1	4	9	-7	0	0.4
Cc1ccnc2nc(C(=O)OCC(=O)N3CC(C)CC(C)C3)nn12 (stereo unspecified)	-8	-23	-4	11	-0.4	·	17	2	-6	7	0.0
CCOC(=O)CN1C(=O)C(O)=C(C(C)=O)C1c1ccccc1 (stereo unspecified)	0	-8	-1	14	0.8	2	9	5	-5	-9	0.2
Cc1cc(C)c2c(c1)c1nnc(SCCN3CCCCC3)nc1n2C	-16	12	34	14	0.8	·	-5	16	-16	-1	-0.2
CCN(C(=O)c1cc(Cl)ccc1OC)C1CCCCC1	-2	9	-2	12	-0.8	1	18	-10	-3	-9	0.1
O=C(COc1coc(CN2CCN(c3ccccc3)CC2)cc1=O)NC1CCCC1	0	2	2	17	-0.5	-3	6	6	-2	1	0.0
CC(C)(C)OCC(NC(=O)C(CC(N)=O)NC(=O)OC(C)(C)C)C(=O)OC(C)(C)C (stereo unspecified)	9	24	-2	0	1.2	2	19	-10	-4	0	0.0
Cc1cc(C)c(NC(=O)CSc2nc(=O)n(CCN3CCOCC3)c3c2CCC3)c(C)c1	-11	-15	3	1	-0.1	-2	2	-4	-13	-13	0.1
CCOc1ccc(NC(=O)Nc2ccccc2SC)cc1	9	-168	0	-185	0.0	-5	-279	-58	-2	7	-0.1
CCc1[nH]nc2c1C(c1ccc(C)o1)C(C#N)=C(N)O2 (stereo unspecified)	1	-14	0	25	-1.0	1	20	-7	10	-2	-0.1
O=C1CCN(CCCN2CCC(=O)N(Cc3ccccc3)C2=S)C(=S)N1Cc1ccccc1	-6	-17	2	-30	-0.6	·	-2	·	-6	-3	0.4
COc1ccc(NC(=O)NC23CC4(C)CC(C)(CC(C)(C4)C2)C3)cc1OC	-1	9	1	10	-1.4	-3	21	-3	-6	11	0.0
COc1ccc(NC(=O)c2nnn(CC(=O)Nc3ccc4c(c3)OCO4)c2N)cc1OC	16	3	-3	-3	-0.7	1	5	-4	-15	-45	-0.3
COc1ccc(NC(=O)CS(=O)CC(=O)NC2CCCc3ccccc32)cc1 (stereo unspecified)	0	-12	-1	9	-2.3	1	6	8	-4	-5	0.0
O=C(N/N=C/c1cc2c(c([N+](=O)[O-])c1)OCO2)c1ccncc1	-1	-11	1	13	-0.4	2	21	·	-5	1	0.0
O=C(Nc1nccs1)Oc1ccccc1	-7	18	0	13	2.5	-1	6	3	-6	0	3.7
Nn1cnnc1SCC(=O)N(C1CCCCC1)C1CCCCC1	-10	-4	2	5	-2.4	0	13	8	-2	20	0.3
COc1cc(S(=O)(=O)N2CCN(c3ccc(F)cc3)CC2)ccc1Cl	13	23	-2	7	2.9	2	11	3	-4	-9	-0.1
CC(NC(=O)C1CCCC1)C1CC2CCC1C2 (stereo unspecified)	10	-6	-20	5	5.3	-2	19	2	-5	-2	0.0
CC(C)Sc1nnc(NC(=O)CCc2ccccc2)s1	-11	14	6	-34	-0.4	1	-72	-4	-7	14	0.1
O=C(NCCNC(=O)c1cccc(O)c1)c1cccc(O)c1	12	-38	-1	1	1.3	2	12	-2	-17	9	0.0
COc1ccc(C(=O)/C=C/Nc2ccc(S(=O)(=O)Nc3cc(OC)nc(OC)n3)cc2)c(OC)c1	6	11	1	6	1.1	4	-5	17	-6	-6	-0.2
COc1ccc(C2CC(C(F)(F)F)n3ncc(C(=O)NCc4cccnc4)c3N2)cc1OC (stereo unspecified)	18	1	3	15	-0.5	-1	12	14	·	3	0.2
COc1ccc(S(=O)(=O)N2CCC(C(=O)NCC3CCCO3)CC2)cc1OC (stereo unspecified)	3	-8	-1	5	-0.5	7	16	8	-4	1	-0.1
CCOc1ccc(CNn2cnnc2)cc1	-7	7	0	5	-0.7	0	15	5	-4	0	-0.1
O=S(=O)(c1ccc(N2CCCC2)nc1)N1CCOCC1	0	-11	-1	2	-2.4	0	7	-4	-5	9	-0.3
CS(=O)(=O)N1CCc2cc(-c3csc(NC(=O)Cc4cccs4)n3)ccc21	-23	20	31	-3	-2.2	1	-48	45	-9	3	0.0
COc1ccc(CCNC(=O)CC2Nc3cc(C)c(C)cc3NC2=O)cc1OC (stereo unspecified)	4	0	2	11	0.2	1	6	5	·	4	-0.2
O=C(NCCCn1cccn1)c1cc(COc2ccccc2)on1	·	-73	0	-244	-2.9	·	-199	·	-8	-5	0.1
Cc1cc(C(=O)OCC(=O)NC2CC2)ccc1[N+](=O)[O-]	2	-2	-2	-8	0.3	2	-2	-5	-2	-1	0.1
CC(=O)C1=C(C)Nc2ncnn2C1c1cccc(OCc2ccccc2)c1 (stereo unspecified)	-11	-2	-2	16	0.0	-2	14	9	-7	6	0.0
Cn1c(COc2ccccc2)nnc1SCc1nc2ccccc2[nH]1	-6	-4	-1	12	1.9	1	-12	15	-8	1	0.1
COc1cc(OC)c(C=NNC(=S)NC23CC4CC(CC(C4)C2)C3)c(OC)c1	0	38	4	13	0.8	·	-2	16	-6	2	5.0
CCc1cc(=O)oc2cc(OCC(=O)OC)c(Cl)cc12	0	-17	0	16	0.0	4	0	11	-5	-5	-0.1
COc1cc(C(=O)N2CCN(c3cccc(C(F)(F)F)c3)CC2)ccc1OCC(=O)N1CCOCC1	-5	-4	-3	-10	0.5	·	2	0	-2	3	0.3
CCNC(=S)NNC(=O)c1ccncc1	9	-16	-4	3	0.2	-2	9	3	-5	-5	0.0
Cc1cccc(C)c1NC(=O)CN(C)C(=O)c1cccc(S(=O)(=O)N2CCN(C)CC2)c1	11	1	-8	3	0.3	0	15	-4	-6	3	-0.1
Cc1csc(NC(C)c2nc3cc(Cl)c(Cl)cc3n2CCCO)n1 (stereo unspecified)	·	6	28	2	11	4	19	-5	-9	-1	-0.1
O=C(c1ccc(-c2cccc(Cl)c2)o1)N1CCN(c2ccc([N+](=O)[O-])cc2)CC1	3	-4	2	7	0.3	0	19	3	-3	-4	0.7
Cc1cccc(-n2c(C)c(-c3ccccc3)[nH]c2=S)c1	-5	-17	6	-11	-0.3	7	-89	13	-11	3	-0.1
O=C1S/C(=C/c2ccccc2F)C(=O)N1CCN=C1NS(=O)(=O)c2ccccc21	5	-8	-1	6	-0.6	0	25	-1	-15	3	0.1
CN(Cc1ccc(OC(F)F)cc1)C(=O)C1CCN(S(=O)(=O)c2ccc3c(c2)OCCO3)CC1	-1	-17	-1	10	0.0	-1	8	21	-6	5	0.8
Fc1ccccc1Cc1noc(CN2CCN(C/C=C/c3ccccc3)CC2)n1	-3	-3	0	12	-0.8	4	5	-2	12	1	-0.1
Cc1cc(-c2csc(Nc3ccccn3)n2)ccc1F	-17	-138	-6	-341	0.6	1	-248	-13	-2	13	-0.1
Cc1nonc1C(=O)N/N=C/c1ccc(O)cc1O	30	-8	-2	21	1.4	2	-34	37	-4	9	1.2
CC1CCCN(C(=O)c2ccncc2)C1 (stereo unspecified)	·	-12	-1	4	-1.3	4	16	-12	-4	10	-0.2
COc1ccc(S(=O)(=O)N2CCCCC2)cc1NC(=O)Cc1ccsc1	-15	-3	4	26	0.1	2	8	23	-6	9	0.2
CN1C(=O)/C(=C/c2ccc(C(=O)Nc3ccc(O)cc3C(=O)O)cc2)SC1=S	-21	-16	2	6	1.3	-3	10	-1	-16	-2	0.3
Cn1nc(C(=O)NCc2ccc(F)cc2)c2c1-c1ccccc1S(=O)(=O)C2	6	-21	-4	20	0.4	0	15	-2	-15	-1	0.0
Cc1cc(NC(=O)CSc2nnc(C3COc4ccccc4O3)o2)no1 (stereo unspecified)	2	3	-2	0	-4.7	-1	0	4	-1	-1	0.0
CCN(CC(=O)N1CCN(Cc2ccccc2)CC1)S(=O)(=O)c1ccc(F)cc1	-4	-11	-4	0	0.4	2	13	-1	-5	4	0.1
COC(=O)c1ccc(CN2CCCC(CO)(Cc3ccccc3F)C2)cc1 (stereo unspecified)	-3	-15	14	-4	-0.3	0	11	-12	-20	-2	0.1

Exported with two lines to a compound: part of the list above
Sequence of screens – Vif inh, NR2E3 ag-1, Exocytosis inh, Peg3 promoter, hiPSC survival, NR2E3 ag-2, HIF-2a block, TRPM1 prom inh, CaV13 FRET inh, PDI inh, aDG glyco up
Cc1csc(NC(C)c2nc3cc(Cl)c(Cl)cc3n2CCCO)n1 (stereo unspecified)
 : ·, 6, 28, 2, 11, 4, 19, -5, -9, -1, -0.1
O=C(c1ccc(-c2cccc(Cl)c2)o1)N1CCN(c2ccc([N+](=O)[O-])cc2)CC1
 : 3, -4, 2, 7, 0.3, 0, 19, 3, -3, -4, 0.7
Cc1cccc(-n2c(C)c(-c3ccccc3)[nH]c2=S)c1
 : -5, -17, 6, -11, -0.3, 7, -89, 13, -11, 3, -0.1
O=C1S/C(=C/c2ccccc2F)C(=O)N1CCN=C1NS(=O)(=O)c2ccccc21
 : 5, -8, -1, 6, -0.6, 0, 25, -1, -15, 3, 0.1

An unsorted share of the library; 3.5% or so of the library scored in one or more.
